ALDH1A1 block – ALDH1A1 (human) enzyme inhibition. AID 1030. Potency, µM (titrated, usually from 75.3 µM), for inactives: at the top dose activity, negative = inhibition, most hits filed as inhibitors. hit rate 7.3% among 220,000. Purified ALDH1A1, NADH fluorescence, propionaldehyde substrate; active = well fitted inhibition curve with a large enough effect, not every such curve was filed as active; inconclusive = small, poorly fitted or top-dose-only effect, or another doubt; inactive = no such curve, though single readings can be large or run the other way;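 note: plate controls were no enzyme wells and a reference inhibitor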
LMNA splice mod – changes lamin A minigene splicing in HeLa cells. Potency, µM (titrated, usually from 46.1 µM), for the others: at the top dose ratio change, negative = inhibition, hits mostly inhibitors. AID 1487. HeLa LMNA splicing GFP/RFP minigene ratio, 48 h. hit rate 0.01% among 200,000; active = well fitted inhibition curve with a large enough effect in the signal ratio, with a control signal flat, not every such curve was filed as active; inconclusive = small, poorly fitted or top-dose-only effect, or effect the other way, or a change in a side signal; the % refers to the signal ratio; note: % is set by controls: 0 for no effect and ±100 for the full control effect
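S3 HeLa cells stably expressing lamin A-EGFP splicing minigene plus DsRed2, 600 cells/well, 48 h compound exposure at 37C. Laser-scanning cytometry; analysed as GFP (500-530 nm)/RFP (575-640 nm) total intensity ratio; 0.5% DMSO vehicle.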
KDM4E inh – inhibitors of human JMJD2E histone demethylase. B2RXH2. JMJD2E catalytic domain, FDH-coupled NADH fluorescence (FDH is formaldehyde dehydrogenase). Potency, µM (doses to about 57.1 µM), for the others: at the highest dose activity change, negative = inhibition, usual class: inhibitors. hit rate 1.6% among 230,000. AID 2147; active = well fitted inhibition curve with a large enough effect, not every such curve was filed as active; inconclusive = small, poorly fitted or top-dose-only effect, or another doubt; inactive = no such curve, though single readings can be large or run the other way;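 note: 0% = wells with enzyme and -100% = buffer wells without enzyme; nearly all actives have a fitted effect of over 50% in size; many of its hits are not listed in these tables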
RGS12 GoLoco inh – blocks human Gai1 binding to RGS12 GoLoco peptide, red readout; Gai1:RGS12 GoLoco peptide FP, rhodamine, 10 min; hit rate 0.44% among 230,000; Potency, µM (doses to about 61.6 µM), for the others: at the top dose activity, negative = inhibition, actives largely listed as inhibitors; P63096; active = well fitted inhibition curve with a large enough effect, not every such curve was filed as active; inactive = no such curve, though single readings can be large or run the other way; note: % is set by controls: 0 for no effect and ±100 for the full control effect; nearly all actives have a fitted effect of over 30% in size; many of its hits are not listed in these tables
TRb-SRC2 inh – inhibitors of human thyroid hormone receptor beta-SRC2 interaction. Potency, µM (series often up to 106 µM), for inactives: at the top dose activity change, negative = inhibition, most hits filed as inhibitors. TRbeta-SRC2 peptide binding, fluorescence polarization; receptor liganded with 1 µM T3. hit rate 0.065% among 280,000;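 note: plate controls were bound peptide for no effect and peptide without receptor for full effect; nearly all actives have a fitted effect of over 50% in size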
Target sequence (P10828 whole entry, looked up): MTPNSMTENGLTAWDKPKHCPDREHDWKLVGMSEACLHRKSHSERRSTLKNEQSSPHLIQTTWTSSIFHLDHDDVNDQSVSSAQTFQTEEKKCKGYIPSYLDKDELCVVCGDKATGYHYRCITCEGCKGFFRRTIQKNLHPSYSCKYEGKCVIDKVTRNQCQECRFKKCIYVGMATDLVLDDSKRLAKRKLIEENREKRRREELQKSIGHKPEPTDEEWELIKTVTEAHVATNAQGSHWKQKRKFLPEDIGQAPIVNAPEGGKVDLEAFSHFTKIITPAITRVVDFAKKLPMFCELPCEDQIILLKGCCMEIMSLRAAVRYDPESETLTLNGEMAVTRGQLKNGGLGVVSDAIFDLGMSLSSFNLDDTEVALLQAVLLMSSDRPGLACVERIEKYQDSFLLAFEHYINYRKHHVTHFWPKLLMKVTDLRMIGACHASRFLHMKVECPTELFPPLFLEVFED
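A fluorescence polarization screen tested compounds at multiple concentrations against complex formation between 0.6 uM TRb ligand-binding domain and 20 nM Texas Red SRC2 peptide, with 1 uM T3 present; readout after 5 hr.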
SMN2 splice up – enhancers of SMN2 splice variant expression; HEK293 SMN2-luciferase splicing reporter, luminescence, 30-36 h; Potency, µM (highest dose often 46.1 µM), without a hit: at the highest dose activity change, positive = activation, hits mostly activators; hit rate 2.8% among 210,000; note: % of control where 0% means no effect; nearly all actives have a fitted effect of over 55% in size
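HEK293 cells carry an SMN2 minigene-luciferase reporter in which exon 7 inclusion puts luciferase in frame. Cells were seeded at 2000 cells/well, attached for 10-12 hours, then exposed to compounds for 30-36 hours at 37C before ONE-Glo luminescence.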
TexasRed fluor – counter-screen for TRb-SRC2 inhibitors: fluorescence interference; hit rate 0.29% among 280,000; TRb/SRC2 Texas Red total fluorescence interference; Potency, µM (highest dose often 106 µM), without a hit: at the top dose fluorescence change, negative = quenching; AID 1479; active = well fitted curve in either direction with a large enough effect; inconclusive = small, poorly fitted or top-dose-only effect; note: % is set by controls: 0 for no effect and ±100 for the full control effect
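Human TRb ligand-binding domain at 0.6 uM with 20 nM Texas Red SRC2 peptide in Tris buffer containing 1 uM T3 and 5% DMSO, incubated with compound 5 h at ambient temperature. Total fluorescence (555/632 nm) calculated as parallel + 2 × perpendicular.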
RECQ1 inh – RECQ1 (human) helicase inhibition. Potency, µM (top dose mostly 57.3 µM), for the others: at the highest dose activity, negative = inhibition, actives largely listed as inhibitors. hit rate 0.54% among 240,000. P46063. AID 2549. RECQ1 DNA unwinding, red fluorescence kinetic read;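 note: plate controls were vehicle for no effect and no enzyme for full effect; nearly all actives have a fitted effect of over 30% in size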
Target sequence (P46063 whole entry, looked up): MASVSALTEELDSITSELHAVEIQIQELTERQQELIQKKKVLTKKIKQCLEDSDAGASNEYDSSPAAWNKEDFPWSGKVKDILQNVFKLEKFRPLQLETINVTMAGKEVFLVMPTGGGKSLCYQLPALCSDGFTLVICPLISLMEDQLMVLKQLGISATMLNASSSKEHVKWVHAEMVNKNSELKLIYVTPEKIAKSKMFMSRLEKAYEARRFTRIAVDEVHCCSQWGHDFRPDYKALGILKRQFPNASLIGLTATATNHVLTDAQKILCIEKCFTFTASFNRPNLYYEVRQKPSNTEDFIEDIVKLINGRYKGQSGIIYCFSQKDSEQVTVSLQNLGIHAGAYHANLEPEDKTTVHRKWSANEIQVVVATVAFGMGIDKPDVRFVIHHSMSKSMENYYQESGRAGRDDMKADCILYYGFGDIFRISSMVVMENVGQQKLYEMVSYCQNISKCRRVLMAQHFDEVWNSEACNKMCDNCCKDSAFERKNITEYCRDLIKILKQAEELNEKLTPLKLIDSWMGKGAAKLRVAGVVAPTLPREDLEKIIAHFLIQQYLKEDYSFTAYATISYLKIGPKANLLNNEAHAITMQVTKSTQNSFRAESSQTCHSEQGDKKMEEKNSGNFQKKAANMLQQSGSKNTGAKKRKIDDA
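50 nM RECQ1T1 preincubated 15 min with compound in Tris pH 8.0 buffer with MgCl2, DTT, Tween-20 and 2.5 ug/ml poly(dI-dC); started with 200 nM TAMRA/BHQ-2 forked duplex and 2 mM ATP. Unwinding read as fluorescence (525/598 nm), two reads 2 h apart.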
* marks the source's active call; other numbers are inactive results; i = inactive; ? = inconclusive; · = not tested or not shown; & = joins results of further samples; [ ] = remark or other dose. Unless noted, calls come from the whole dose curve; as a rule, active = well fitted curve in the direction sought with a large enough effect; inconclusive = small, poorly fitted or top-dose-only effect, or another doubt; inactive = no such curve, though single readings can be large; an effect the other way counts as inactive or inconclusive. Potency is the fitted concentration of half-maximal effect.

Start of the listing, in advance:
SMILES	ALDH1A1 block	LMNA splice mod	KDM4E inh	RGS12 GoLoco inh	TRb-SRC2 inh	SMN2 splice up	TexasRed fluor	RECQ1 inh
O=C(c1ccccc1-c1nc2ccccc2[nH]1)N1CCCCC1	10%	-2%	1%	5%	3%	8%	-1%	i
CC(C)CN1CC2(CCN(S(=O)(=O)c3ccccc3)CC2)C1	3%	·	·	6%	·	2%	·	-10%

Results, from the first entry:
SMILES	ALDH1A1 block	LMNA splice mod	KDM4E inh	RGS12 GoLoco inh	TRb-SRC2 inh	SMN2 splice up	TexasRed fluor	RECQ1 inh
O=C(c1ccccc1-c1nc2ccccc2[nH]1)N1CCCCC1	10%	-2%	1%	5%	3%	8%	-1%	i
CC(C)CN1CC2(CCN(S(=O)(=O)c3ccccc3)CC2)C1	3%	·	·	6%	·	2%	·	-10%
Cc1cccc(OCc2nc(C)cc(=O)[nH]2)c1	4%	12%	0%	1%	-15%	9%	0%	i
CC(=O)c1ccc(Oc2nc(-c3cccnc3)nc3ccccc23)cc1	-13%	·	-8%	13%	7%	-11%	-1%	i
Cc1ccc(C(=O)Nc2nccc(-c3cccs3)n2)cc1	5%	14%	-10%	-10%	9%	14%	3%	-3%
COc1ccc(C[C@H]2CN3C(=NC[C@@H]3Cc3ccc(O)cc3)N2C[C@H](C)NC(=O)c2ccc(C)c(Br)c2)cc1	·	·	-8%	-17%	12%	·	1%	-25%
CC1CCN(C(C(=O)Nc2ccc(C(C)C)cc2)c2ccc3c(c2)OCO3)CC1 (stereo not drawn)	1%	-9%	-7%	-1%	-4%	-4%	-3%	-13%
COc1ccc2[nH]c3c(c2c1)CCNC3C1CC=C(C)CC1 (stereo not drawn)	-2%	?	6%	17%	1%	·	-2%	-5%
Cc1ccc(-n2c(C)cc(/C=N/Nc3ccc([N+](=O)[O-])cn3)c2C)cc1	10µM*	9%	3%	3.5µM*	-1%	-9%	1%	-9%
COc1ccc(OC)c(C(c2nnnn2Cc2ccccc2)N2CCC(C(N)=O)CC2)c1 (stereo not drawn)	-2%	7%	3%	-5%	-15%	-6%	-2%	i
CC(C)(C)c1ccc(OC2C(O)COC2/C=C/C#Cc2ccccc2)cc1 (stereo not drawn)	?	·	·	·	4%&10%[11.2 µM]	·	2%&0%[11.2 µM]	-6%[11.5 µM]
CCC(=O)c1cc2c(C)cc(=O)oc2c(C)c1OC(C)=O	3%	?	-10%	-5%	-2%	1%	-4%	-2%
CN(C)CCCN(C(=O)c1ccco1)c1nc2ccc(F)cc2s1	?	-11%[9.22 µM]	-9%	-6%	-2%	-20%	-1%	3%
Cc1cc(C)c(/C([O-])=C(/C(=S)Nc2ccc(SC(F)F)cc2)[n+]2ccccc2)cc1C	?	-8%[46 µM]	-6%	14%	7%	-39%[inhibitor]	0%	-7%
O=C(COc1ccc2c(-c3ccccc3)cc(=O)oc2c1)NCc1cccs1	?	?	?	-4%	-6%	-1%	1%	-3%
CC(C)Cn1c(-c2ccc(Br)o2)n[nH]c1=S	10µM*	?	?	8%	-4%	-8%	-1%	2%
CCN1Cc2c(/C=C/c3ccccc3)nc3ccc(OC)cc3c2N(c2cccc(Cl)c2)C1	?	·	?	76%[activator]	4%	·	-3%	0%
CC1(/[N+]([O-])=C/c2cccc(Cl)c2)CCCCC1=O (stereo not drawn)	·	·	-4%	10%	4%	·	-4%	-15%
COc1ccc(OCC(=O)C2CC2)c(C#N)c1	·	·	-5%	5%	-2%	·	-2%	-4%
N/C(=N\OC(=O)Nc1ccccc1)c1ccno1	·	·	-3%	2%	2%	·	-1%	-3%
CNC(=O)COc1ccc(C=O)cc1OC	?	-1%	-3%	6%	7%	-35%[inhibitor]	-4%	-1%
CCOC(=O)/C(C#N)=C\C1=C(N2CCOCC2)CC(C)(C)OC1	?	-4%[46 µM]	?	-2%	4%	15%	2%	-18%
CCOc1ccc(CCNC(=O)COC(=O)Cn2cnc3ccccc3c2=O)cc1OCC	3%	9%[46 µM]	3%	5%	7%	-4%	1%	-3%
O=[N+]([O-])c1ccc(N2CCN(S(=O)(=O)c3ccccc3)CC2)c2cccnc12	?	·	-2%	18%	-2%	-17%	-4%	i
CCn1c(CCNC(=O)c2ccccc2Cl)n[nH]c1=S	-1%	6%	-1%	14%	-4%	-10%	3%	i
Further results follow:
SMILES	ALDH1A1 block	LMNA splice mod	KDM4E inh	RGS12 GoLoco inh	TRb-SRC2 inh	SMN2 splice up	TexasRed fluor	RECQ1 inh
Cc1ccc(SCC(=O)NC(=O)NCc2ccco2)c(C)c1	22µM*	13%	1%	33%[activator]	-4%	9%	-1%	?
Cc1cc(C)cc(N(CC(=O)N2CCN(Cc3ccccc3)CC2)S(=O)(=O)c2c(C)noc2C)c1	-12%	5%	7%	7%	5%	-1%	1%	-6%
CCOC(=O)c1ccccc1NC(=O)CN1CCC(n2nnc3cc(C(F)(F)F)ccc32)CC1	·	·	-2%	4%	-1%	·	-4%	6%
O=C(CCC(=O)Nc1ccccc1)NCCO	14%	1%	15%	4%	-9%	-7%	-3%	-1%
O=C(NNC(=S)NCc1ccccc1)c1ccc(Br)o1	0%	?	0%	-1%	5%	3%	-2%	-3%
COc1ccc(CN2CC(C(=O)NCCc3ccccc3)CC2=O)cc1 (stereo not drawn)	-5%	-1%	3%	12%	0%	-2%	3%	8%
CCOC(=O)N1CCN(c2c(N3CCc4ccccc43)c(=O)c2=O)CC1	-14%	1%	1%	3%	0%	0%	-8%	-13%
CCCCCCCc1nc2c(=O)n(C)c3ccccc3c2o1	0%	-3%	0%	2%	-8%	-19%	-1%	-6%
CCCCC(=O)Nc1ccc(Br)cc1C(=O)O	6%	3%	-7%	11%	-10%	15%	-2%	-2%
COc1cccc(-n2nnnc2SCC(=O)Nc2ccc3c(c2)OCCO3)c1	-5%	27%	-2%	-1%	-2%	0%	-3%	i
CN(C1=NC(=O)CS1)c1ccc(O)cc1	·	·	19%	8%	2%	·	-4%	-3%
COCCNC(=O)c1ccc(CN2CCc3ccccc3C2)cc1	8%	?	-2%	3%	-6%	-6%	0%	-1%
C/C(=N\NC(=O)c1cc2ccccc2cc1O)c1ccc2c(c1)OCO2	1%	-29%	-28%	60%[activator]	23%	15%	35µM*[quencher]	-12%
Nc1c2c(nc3ccccc13)CCC2	5%	0%	-9%	6%	-10%	17%	-2%	-6%
CCCCN(C)C(=O)C(Cc1ccccc1)NS(=O)(=O)c1ccc2c(c1)c(=O)n(C)c(=O)n2C (stereo not drawn)	-10%	-9%	-8%	4%	-4%&-3%	13%&-8%	-58%&0%	0%
CCOc1ccc(C(=O)Nc2cccc(-c3nc4ccccc4[nH]3)c2C)cc1[N+](=O)[O-]	0%	-16%	7%	2%	0%	-10%	0%	-2%
Cc1onc(-c2c(F)cccc2Cl)c1C(=O)NCCCN1CCOCC1	2%	4%	5%	8%	-6%	30%	-1%	-3%
CN(C)CCNc1ncnc2c1sc1nc(N3CCCC3)c3c(c12)CC(C)(C)OC3	·	·	-9%	11%	4%	·	-2%	-12%
CCOC(=O)c1nnsc1NC(C)=O	5%	-15%	-4%	6%	-18%	-5%	-1%	6%
COc1ccc(NC(=O)c2sc3nc(C)nc(N4CCOCC4)c3c2C)c(OC)c1	-5%	·	?	6%	-3%	-30%[inhibitor]	-4%	-15%
CCOC(=O)CC(=O)CSc1ncnc2c1oc1ccccc12	-6%	2%	-6%	-6%	-4%	20%	-1%	-4%
Cc1sc2ncn(CC(=O)NCCCC(=O)N3CCN(c4ccccn4)CC3)c(=O)c2c1C	?	9%	13%	6%	-3%	-14%	-6%	i
CC(=O)Nc1cccc(-c2nnc3n2CC(C)S3)c1 (stereo not drawn)	7%	6%	2%	10%	-18%	8%	1%	i
O=C(CC(c1ccccc1)c1ccccc1)Nc1ncn[nH]1	-5%	10%	-5%	7%	0%	16%	-1%	-4%
OC(c1cccc(OCc2ccccc2)c1)c1nnc(-c2ccccc2)o1 (stereo not drawn)	6%	?	-4%	-7%	-14%	-42%[inhibitor]	1%	-4%
CC(Nc1ccccc1CO)C(=O)Nc1cccc(Cl)c1Cl (stereo not drawn)	-5%	5%[46 µM]	-7%	-2%	0%	-49%[inhibitor]	-3%	i
COc1cc2c(=O)n(Cc3ccccc3)c(=O)n(CC(=O)NCc3ccco3)c2cc1OC	1.4µM*	-16%	?	6%	-18%	0%	-1%	0%
COc1cccc(N(C(=O)Cn2nnc(-c3ccc(Cl)cc3)n2)C(C(=O)NCC2CCCO2)c2ccc(C)cc2)c1 (stereo not drawn)	4%	·	-2%	16%	-11%	·	-1%	i
CCn1cc(C(=O)N2CCCC2)c(=O)c2cc(S(=O)(=O)N3CCOCC3)ccc21	4%	-22%	-1%	-13%	0%	11%	1%	-8%
Cc1ccc(C(=O)c2sc3c(c2N)c(=O)[nH]c(=O)n3CCc2ccccc2)cc1	?	?	-12%	4%	-2%	2%	-3%	-1%

7 structures already listed, arranged by heavy-atom count, rising:
SMILES	ALDH1A1 block	LMNA splice mod	KDM4E inh	RGS12 GoLoco inh	TRb-SRC2 inh	SMN2 splice up	TexasRed fluor	RECQ1 inh
Nc1c2c(nc3ccccc13)CCC2	5%	0%	-9%	6%	-10%	17%	-2%	-6%
CN(C1=NC(=O)CS1)c1ccc(O)cc1	·	·	19%	8%	2%	·	-4%	-3%
Cc1ccc(SCC(=O)NC(=O)NCc2ccco2)c(C)c1	22µM*	13%	1%	33%[activator]	-4%	9%	-1%	?
CCOC(=O)CC(=O)CSc1ncnc2c1oc1ccccc12	-6%	2%	-6%	-6%	-4%	20%	-1%	-4%
Cc1onc(-c2c(F)cccc2Cl)c1C(=O)NCCCN1CCOCC1	2%	4%	5%	8%	-6%	30%	-1%	-3%
COc1cc2c(=O)n(Cc3ccccc3)c(=O)n(CC(=O)NCc3ccco3)c2cc1OC	1.4µM*	-16%	?	6%	-18%	0%	-1%	0%
Cc1cc(C)cc(N(CC(=O)N2CCN(Cc3ccccc3)CC2)S(=O)(=O)c2c(C)noc2C)c1	-12%	5%	7%	7%	5%	-1%	1%	-6%

This is a subset; rates above refer to the full screens.
